TMEM16A act – TMEM16A chloride channel activators or potentiators, primary screen, cell-based, HTS; Anoctamin-1 (Mus musculus), Q8BHY3; HEK293 TMEM16A/YFP-H148Q/I152L, iodide quench fluorescence; stronger effect = lower value; B-score at 10 µM; actives 0.3% (n = 340,000); AID 623877, 2012;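 active = fluorescence-ratio B-score plate-corrected deviation score at least 3 library SD below zero, with starting fluorescence score within 5 deviations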;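 also: channel opened by trigger with iodide after compound preincubation; score built on the fluorescence ratio of max minus min over baseline; more negative score means more quench and so TMEM16A activation or potentiation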
Target sequence (Q8BHY3 whole entry, looked up): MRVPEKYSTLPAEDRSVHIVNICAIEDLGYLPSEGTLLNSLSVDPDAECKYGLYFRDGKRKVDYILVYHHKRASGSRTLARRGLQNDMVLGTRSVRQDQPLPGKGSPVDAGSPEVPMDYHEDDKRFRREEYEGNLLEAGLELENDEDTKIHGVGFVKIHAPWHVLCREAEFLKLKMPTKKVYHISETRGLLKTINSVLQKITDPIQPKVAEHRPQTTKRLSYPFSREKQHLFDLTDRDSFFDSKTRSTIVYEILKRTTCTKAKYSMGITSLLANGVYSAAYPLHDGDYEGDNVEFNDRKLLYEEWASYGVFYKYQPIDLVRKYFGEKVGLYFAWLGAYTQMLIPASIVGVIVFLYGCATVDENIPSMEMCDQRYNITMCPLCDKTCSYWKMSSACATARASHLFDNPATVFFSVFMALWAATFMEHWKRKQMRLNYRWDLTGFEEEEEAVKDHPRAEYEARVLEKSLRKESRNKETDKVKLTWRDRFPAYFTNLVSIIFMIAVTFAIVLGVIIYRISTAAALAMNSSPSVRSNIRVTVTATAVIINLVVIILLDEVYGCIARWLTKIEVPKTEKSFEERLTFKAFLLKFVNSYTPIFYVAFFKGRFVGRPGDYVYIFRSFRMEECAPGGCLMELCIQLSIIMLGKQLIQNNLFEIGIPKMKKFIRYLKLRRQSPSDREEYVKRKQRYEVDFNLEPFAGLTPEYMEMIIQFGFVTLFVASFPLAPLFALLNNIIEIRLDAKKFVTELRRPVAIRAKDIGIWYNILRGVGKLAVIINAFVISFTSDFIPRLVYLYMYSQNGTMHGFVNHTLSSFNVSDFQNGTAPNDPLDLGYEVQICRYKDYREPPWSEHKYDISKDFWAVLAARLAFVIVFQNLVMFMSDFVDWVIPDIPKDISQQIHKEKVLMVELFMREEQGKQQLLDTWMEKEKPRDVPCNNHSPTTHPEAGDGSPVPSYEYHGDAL
Calls only; i = inactive.

The opening seven records (preview)
SMILES	TMEM16A act
COc1ccccc1CN(C)C(=O)COC(=O)c1ccc(Cl)nc1	i
Cc1cc(=O)oc2cc(OCC(=O)N3CCN(c4ccccc4)CC3)ccc12	i
CN(CC(=O)Nc1cccc(F)c1)CC(=O)Nc1cccc(S(=O)(=O)N(C)c2ccccc2)c1	i
CC1CC(C)CN(C(=O)c2cccc(S(=O)(=O)N(C)c3ccccc3)c2)C1 (centres undefined)	i
CCN(C(=O)Cn1c(Cl)nc2c1c(=O)n(C)c(=O)n2C)C1CCCCC1	i
CCCN(C(=O)COC(=O)c1nc2nc(C)cc(C)n2n1)C1CCS(=O)(=O)C1 (centres undefined)	i
COc1cccc(NC(=O)COC(=O)c2c(NC(C)=O)sc(C)c2C)c1	i

Results, repeating the preview:
SMILES	TMEM16A act
COc1ccccc1CN(C)C(=O)COC(=O)c1ccc(Cl)nc1	i
Cc1cc(=O)oc2cc(OCC(=O)N3CCN(c4ccccc4)CC3)ccc12	i
CN(CC(=O)Nc1cccc(F)c1)CC(=O)Nc1cccc(S(=O)(=O)N(C)c2ccccc2)c1	i
CC1CC(C)CN(C(=O)c2cccc(S(=O)(=O)N(C)c3ccccc3)c2)C1 (centres undefined)	i
CCN(C(=O)Cn1c(Cl)nc2c1c(=O)n(C)c(=O)n2C)C1CCCCC1	i
CCCN(C(=O)COC(=O)c1nc2nc(C)cc(C)n2n1)C1CCS(=O)(=O)C1 (centres undefined)	i
COc1cccc(NC(=O)COC(=O)c2c(NC(C)=O)sc(C)c2C)c1	i
COc1ccc(CN(C)CC(=O)NC(=O)Nc2ccccc2F)cc1	i

SMILES	TMEM16A act
CSc1ncccc1C(=O)OCC(=O)NC1CC1	i
O=Cc1ccc(C(=O)O)cc1	i
O=C(COC(=O)C1COc2ccccc2O1)Nc1cccc(F)c1 (centres undefined)	i
CC1(C)CC(NC(=O)c2cccc(S(=O)(=O)Nc3cccc(Cl)c3)c2)CC(C)(C)N1	i
CCOc1ccccc1N1CCN(C(=O)c2cccc(S(=O)(=O)N3CCOCC3)c2)CC1	i
c1cncc(-c2cnc3ccccc3c2)c1	i
NC(=O)c1ccc(NC(=O)CSc2nc3ccccc3c(=O)n2CCCN2CCOCC2)cc1	i
O=[N+]([O-])c1ccc(N2CCOCC2)c([N+](=O)[O-])c1	i

SMILES	TMEM16A act
CC(NCC(=O)Nc1ccccc1C(=O)NC1CC1)c1ccc(F)cc1F (centres undefined)	i
NC(=O)C1CCN(c2nc(-c3ccc4ccccc4c3)cs2)CC1	i
O=C(C(c1ccccc1)C(O)(c1ccccc1)c1ccccc1)N1CCOCC1 (centres undefined)	i
C[C@@H]1CN([C@H](C)CO)C(=O)c2cc(NS(=O)(=O)c3cn(C)cn3)ccc2O[C@H]1CN(C)C(=O)Nc1ccccc1	i
O=C(CN1CCN(C(=O)C2CCN(C(=O)/C=C/c3ccccc3)CC2)CC1)Nc1ccccc1Cl	i
COc1cc(/C=C/C(=O)OCC(=O)NCc2ccc(F)cc2)ccc1O	i
COc1ccc(-c2nn(Cc3ccccc3)cc2C(=O)N2CCN(c3ncccn3)CC2)cc1	i
COc1ccc(CC(=O)OC(C)C(=O)NC2CCCCC2C)cc1 (centres undefined)	i

SMILES	TMEM16A act
COc1cc(C=NNC(=O)Cn2nc(C)cc2C)ccc1OC(=O)C1CC1	i
CC12C=CC(=O)C=C1CCC1C2CCC2(C)C(C(=O)CO)CCC12 (centres undefined)	i
Cc1ccc(S(=O)(=O)N2CCN(C(=O)COC(=O)COc3cccc(C(F)(F)F)c3)CC2)c(C)c1	i
CN(C(=O)OC(C)(C)C)[C@H](Cc1ccccc1)C(=O)N[C@H]1CCCCNC1=O	i
Cc1ccc(N2C(=O)[C@@H]3[C@H](C2=O)C2c4ccccc4C=CN2[C@@H]3C(=O)c2ccco2)cc1 (some centres undefined)	i
CC[C@@H]1C(=O)[C@H](Cc2ccccc2)[C@H]2CCCC(=O)N3CC[C@@H]1[C@@H]23	i
CCC1(c2ccc(F)cc2)NC(=O)N(CC(=O)Nc2cccc(S(=O)(=O)N3CCCC3)c2)C1=O (centres undefined)	i
Cc1cc(C)cc(N)c1	i

SMILES	TMEM16A act
COc1cccc(CN(CC(=O)NCc2ccccc2)S(=O)(=O)CCl)c1	i
CCN(CC)c1cccc(OCC(=O)N2c3ccccc3CC2C)c1 (centres undefined)	i
Cc1ccc(NC(=O)CN(C)C(=O)c2ccccc2Cc2ccccc2)cc1	i
Cc1cc(C(=O)NNC(=O)c2cccc([N+](=O)[O-])c2)n[nH]1	i
O=C(CCNC(=O)c1ccco1)NC(Cc1c[nH]c2ccccc12)C(=O)O (centres undefined)	i
COc1ccccc1NC(=O)COC(=O)COc1ccccc1F	i
COc1ccc(NS(=O)(=O)c2cc(NC(=O)c3ccc(Cl)cc3)ccc2N2CCOCC2)cc1	i
O=C(COC(=O)c1ccc([N+](=O)[O-])cc1)NCCC1=CCCCC1	i

2 of these compounds, reformatted.
CC12C=CC(=O)C=C1CCC1C2CCC2(C)C(C(=O)CO)CCC12 (centres undefined)
  TMEM16A act: i

Cc1ccc(S(=O)(=O)N2CCN(C(=O)COC(=O)COc3cccc(C(F)(F)F)c3)CC2)c(C)c1
  TMEM16A act: i

Continuation:
SMILES	TMEM16A act
Cn1cccc1C(=O)NCC1COc2ccccc2O1 (centres undefined)	i
Cc1ccc(NC(=O)CN(C)CC(=O)N(C)Cc2ccccc2)cc1	i
CN(C(=O)c1cccc(NC(=O)Cc2cccc([N+](=O)[O-])c2)c1)C1CCC1	i
CSCCC(NC(=O)c1ccccc1)C(=O)NCCCn1nc(C)cc1C (centres undefined)	i
O=C(O)CN1C(=O)/C(=C/c2ccc(SCc3ccccc3)o2)SC1=S	i
COCCn1c(SCC(=O)Nc2ccc3c(c2)OCCO3)nnc1-c1ccncc1	i
O=C(COC(=O)CNC(=O)c1ccc(Cl)cc1)Nc1ccc(Cl)cn1	i
COc1ccc(Cl)cc1NC(=O)COc1ccc2c(c1)OCO2	i

Entries above that have a COOH group, in the order listed:
SMILES	TMEM16A act
O=Cc1ccc(C(=O)O)cc1	i
O=C(CCNC(=O)c1ccco1)NC(Cc1c[nH]c2ccccc12)C(=O)O (centres undefined)	i
O=C(O)CN1C(=O)/C(=C/c2ccc(SCc3ccccc3)o2)SC1=S	i

(more compounds)
SMILES	TMEM16A act
O=C(O)c1ccc(NS(=O)(=O)c2ccc3c(c2)C2C=CCC2C(c2ccccc2F)N3)cc1 (centres undefined)	i
COc1ccc2nc(NC(=O)C3CC(=O)N(c4ccc5c(c4)OCCO5)C3)sc2c1 (centres undefined)	i
Nc1nnc(SCC(=O)NNC(=O)c2ccc(F)cc2)s1	i
CCN(C(=O)CSc1nc(N)cc(=O)[nH]1)C1CCS(=O)(=O)C1 (centres undefined)	i
COc1ccccc1CNC(=O)COC(=O)c1ccc2c(=O)n3c(nc2c1)CCCCC3	i
Clc1ccccc1Nc1nc2ccccc2o1	i
CC1CCN(S(=O)(=O)c2ccc(C(=O)N3CCCC3C(=O)O)cc2)CC1 (centres undefined)	i
O=C1OCC2=C1C(c1ccc(F)cc1)c1cc3c(cc1N2)OCO3 (centres undefined)	i

SMILES	TMEM16A act
Cc1c(C(=O)OCC(=O)NC2CC2)oc2ccc(Br)cc12	i
O=C(c1ccc(O)c(Br)c1)c1cc(Br)ccc1O	i
Cc1ccc(S(=O)(=O)N(C)C)cc1NC(=O)COC(=O)CCNS(=O)(=O)c1ccccc1	i
CCOc1ccccc1C(=O)NCC(=O)NNC(=O)c1cccs1	i
COc1ccccc1NC(=O)COC(=O)CCC1CCCC1	i
COc1cc2cc(CCOC(=O)c3ccc(F)cc3)oc(=O)c2cc1OC	i
O=C(O)C1(Nc2ccc([N+](=O)[O-])cc2[N+](=O)[O-])CCCC1	i
C=C(CN(C)C)C(=O)c1ccc2c(c1)OCO2	i

SMILES	TMEM16A act
CCOc1ccc2[nH]c(=O)c(CN(CCCN3CCOCC3)C(=O)Nc3ccc(F)cc3)cc2c1	i
c1ccc(-c2cc3cc4c(cc3cn2)OCO4)cc1	i
CC(=O)c1ccccc1-c1csc2ncnc(Sc3nnnn3C)c12	i
C=CCN(c1ccccc1OC)S(=O)(=O)c1cccc(C(=O)OCC(=O)N2CC(C)OC(C)C2)c1 (centres undefined)	i
CCN(c1ccccc1)c1nc(Cl)nc2c1cnn2C	i
O=C(COc1ccc(Br)cc1)N1CCN(c2ncccn2)CC1	i
CC1CC(OC(=O)C2CCN(S(=O)(=O)c3ccc(F)cc3)CC2)C(=O)O1 (centres undefined)	i
COc1ccc(C2/C=C\CN3CCC[C@H]3C(=O)N2Cc2ccc(F)cc2)cc1 (some centres undefined)	i

SMILES	TMEM16A act
CC(C)NC(=O)N(C)C[C@H]1Oc2ccc(NS(=O)(=O)c3cn(C)cn3)cc2C(=O)N([C@H](C)CO)C[C@@H]1C	i
COc1cc(OC)cc(-c2sc3ccc(OC)cc3c2-c2ccc(O)cc2)c1	i
O=C(CNC(=O)c1ccccc1Br)Nc1cccc(S(=O)(=O)Nc2ccccc2Cl)c1	i
COC1=CC(=O)OC(C)(c2ccccc2)C1 (centres undefined)	i
CC(C)[C@H](NC(=O)c1ccc(Cl)cc1Cl)C(=O)OCc1nc2ccsc2c(=O)[nH]1	i
CCOC(=O)C1(C(=O)OCC)CCN(S(=O)(=O)c2ccccc2)CC1	i
O=C(CCc1nc(-c2ccc(Cl)cc2)no1)NCc1ccccc1CN1CCOCC1	i
O=S(=O)(c1ccc(OCc2ccc(Br)cc2)cc1)N1CCOCC1	i

SMILES	TMEM16A act
CCOC(=O)C1=CN(Cc2ccco2)S(=O)(=O)N(C)C1CC (centres undefined)	i
COc1cccc(NC(=O)CNc2cc(S(=O)(=O)N3CCOCC3)ccc2N2CCCC2)c1	i
NC(=O)c1nc[nH]c1C(=O)Nc1cccc(C(F)(F)F)c1	i
COC(=O)C1C2CCCCC1C(=O)O2 (centres undefined)	i
COc1ccc(N2CC(C(=O)Nc3ccc(S(=O)(=O)Nc4nccs4)cc3)CC2=O)c(OC)c1 (centres undefined)	i
Cc1ccccc1OCC(=O)NNC(=O)c1ccoc1C	i
C[C@H](CO)N1C[C@H](C)[C@@H](CN(C)S(=O)(=O)c2ccc(F)cc2)Oc2ccc(NC(=O)Cc3cn(C)c4ccccc34)cc2C1=O	i
CN(C(=O)c1ccc(NC(=O)Cc2ccc(NC(=O)C3CCCN(C(=O)C4CC4)C3)cc2)cc1)C1CC1 (centres undefined)	i

SMILES	TMEM16A act
CN(CC1COc2ccccc2O1)C(=O)c1ccc(Cl)c(S(=O)(=O)N2CCCCCC2)c1 (centres undefined)	i
CC(C)(C)N(Cc1ccc2c(c1)OCO2)C(=O)/C=C\S(=O)c1ccccc1 (centres undefined)	i
CC(=O)Nc1ccc(NC(=O)C(C)OC(=O)c2ccc(S(=O)(=O)N3CCCCCC3)cc2)cc1 (centres undefined)	i
CN(CC1COc2ccccc2O1)C(=O)CSc1ncccn1 (centres undefined)	i
COc1ccc(OC)c(NC(=O)COC(=O)Cc2ccsc2)c1	i
CCc1ccccc1NC(=O)CN1CCN(C(=O)CNC(=O)c2ccc(N3CCCC3=O)cc2)CC1	i
CC1(c2ccc(Cl)cc2)NC(=O)N(CC(=O)NC2CCCCC2)C1=O (centres undefined)	i
CC(C)C[C@H](NC(=O)c1nc[nH]c1C(=O)N[C@@H](CCCCN)C(=O)OC(C)(C)C)C(=O)OC(C)(C)C	i

SMILES	TMEM16A act
CN(C)c1cccc(C(=O)OCCCC(=O)c2ccc(F)cc2)c1	i
CCOC(=O)N1C2C=CC(C2)N1C(=O)OCC	i
O=C(COC(=O)CN1C(=O)C2CCCCC2C1=O)Nc1cc(F)ccc1F (centres undefined)	i
O=C1C=C(N2CCN(c3ccccn3)CC2)C(=O)c2c(O)ccc(O)c21	i
COc1ccc(C(=O)OCc2c(-c3ccccc3)ncc3ccccc23)cc1	i
Cc1ccc(NC(=O)CN2C(=O)NC(Cc3ccccc3)C2=O)cc1Cl (centres undefined)	i
O=C(COC(=O)c1cccc(F)c1)NC(=O)NCc1ccccc1	i
COCCn1c(=O)[nH]c2cc(C(=O)N3CCN(Cc4ccc5c(c4)OCO5)CC3)ccc2c1=O	i

SMILES	TMEM16A act
O=c1[nH]c(=O)n(C2CC(O)C(CO)O2)cc1I (centres undefined)	i
CN(c1ccccc1)S(=O)(=O)c1cccc(C(=O)NCc2ccccc2CN2CCCC2)c1	i
CC1(c2ccc(Cl)cc2)NC(=O)N(CC(=O)NCCC2=CCCCC2)C1=O (centres undefined)	i
COc1ccc(C2(C)NC(=O)N(CC(=O)Nc3ccc4c(c3)CCC4)C2=O)cc1OC (centres undefined)	i
Cc1nnc2ccc(-c3ccc(NS(=O)(=O)c4ccccc4)cc3)nn12	i
CC(OC(=O)Cc1ccccc1F)C(=O)Nc1ccc(Cl)cn1 (centres undefined)	i
COc1cc(/C=C/C(=O)OCC(=O)Nc2cc(S(=O)(=O)N3CCCC3)ccc2Cl)cc(OC)c1OC	i
CC(OC(=O)c1cccnc1Cl)C(=O)Nc1ccc2c(c1)OCO2 (centres undefined)	i

SMILES	TMEM16A act
O=C(CNC(=O)c1ccc(Br)o1)Nc1ccc(N2CCCCCC2)cc1	i
C=C1CC2(CC(c3ccccc3)OC(c3ccccc3)C2)OC1=O (centres undefined)	i
Oc1ccc(-c2csc(Nc3ccc4c(c3)OCO4)n2)c(O)c1	i
CC(=O)c1ccccc1NC(=O)COC(=O)CCC1CCCC1	i
CN(C)S(=O)(=O)c1cccc(COC(=O)CCNC(=O)c2ccc([N+](=O)[O-])cc2)c1	i
Cc1nn(-c2ccccc2)c(C)c1/C=C/C(=O)OCC(=O)Nc1ccc(S(N)(=O)=O)cc1	i
COc1ccccc1NC(=O)COC(=O)c1ccc2c(c1)OCCO2	i
O=C(CNc1ccccc1F)Nc1cc(S(=O)(=O)N2CCCCC2)ccc1Cl	i
O=C(CCCCC(=O)OCC1COCO1)OCC1COCO1 (centres undefined)	i

An excerpt; count on the stated rates, not on these rows.
